# Bioassay records deposited in PubChem BioAssay by National Center for Advancing Translational Sciences (NCATS).
# HT1080 IDH1KD tx: HT-1080 IDH1 knockdown cell toxicity (counter line); HT-1080 IDH1 knockdown viability, ATP luminescence, 48 h; Potency, µM (doses to about 46.1 µM), inactives show at the top dose activity, negative = toxicity, most hits filed as cytotoxic; 360,000 tested, 2% active; AID 686971;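 further: potency means the concentration at half of the fitted maximal effect; 0% = DMSO wells and -100% = cell-free medium wells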
#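 Cytotoxicity counter-line: IDH1KD HT-1080, 48 h, CellTiter-Glo. Curves classed by r2, magnitude and activity.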
# ATXN2 expr inh: inhibitors of ATXN2 expression; HEK-293 ATXN2-luciferase reporter, luminescence, 24 h; Potency, µM (highest dose often 57 µM), for inactives: at the highest dose activity change, negative = inhibition, usual class: inhibitors; 360,000 tested, 0.72% active; AID 1745845; further: potency means the concentration at half of the fitted maximal effect; on the % scale 0 is the no-effect control and ±100 the full control effect; nearly all actives have a fitted effect of over 55% in size
#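 qHTS (up to 57 uM final) was run with 24 h compound exposure of reporter cells at 37 °C. Each well was multiplexed: SteadyGlo luminescence measured ATXN2-luciferase expression after a fluorogenic Gly-Phe-AFC viability readout (25 uM final).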
# HT1080NT lethal: kills 2HG-producing HT-1080-NT fibrosarcoma cells; HT-1080-NT fibrosarcoma viability, CellTiter-Glo ATP luminescence, 48 h; Potency, µM (top dose mostly 46.1 µM), for inactives: at the top dose activity, negative = less viability, hits mostly cytotoxic; 360,000 tested, 1.6% active;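 further: NT is the 2HG producing partner of a matched IDH1 knockdown line; potency means the concentration at half of the fitted maximal effect; 0% = DMSO-treated cells and -100% = media-only wells without cells; nearly all actives have a fitted effect of over 55% in size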
#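 Toxicity toward the 2HG-producing NT line was scored as %Activity, normalised to DMSO and no-cell wells, from CellTiter-Glo luminescence after 48 hours' treatment.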
# KB-3-1 tox: kills parental KB-3-1 adenocarcinoma cells | KB-3-1 viability, CellTiter-Glo ATP luminescence, 72 h | Potency, µM (highest dose often 46.1 µM), for inactives: at the top dose activity change, negative = cytotoxic, most hits filed as cytotoxic | 400,000 tested, 1.4% active | AID 1347075; further: potency means the concentration at half of the fitted maximal effect; on the % scale 0 is the no-effect control and ±100 the full control effect; nearly all actives have a fitted effect of over 60% in size
#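 Here the drug-naive KB-3-1 line serves as comparator for MDR sub-line selectivity; cells received compound titrations, 72 h at 37 °C, then CellTiter-Glo readout.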
# KB-V1 MDR tox: kills drug-selected multidrug resistant KB-V1 cells; KB-V1 MDR cells viability, CellTiter-Glo, 72 h; 400,000 tested, 3.4% active; Potency, µM (top dose mostly 46.1 µM), without a hit: at the highest dose activity change, negative = cytotoxicity, usual class: cytotoxic; AID 1347076; further: potency means the concentration at half of the fitted maximal effect; on the % scale 0 is the no-effect control and ±100 the full control effect; nearly all actives have a fitted effect of over 60% in size
#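 Compound-treated KB-V1 multidrug-resistant cells, 72 h, 37 degrees C; viability by CellTiter-Glo. Fitted qHTS curves give the values.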
# SW480 rerep: DNA re-replication induction in SW480 cells. Potency, µM (doses to about 46.1 µM), for inactives: at the top dose re-replication activation, hits mostly activators. AID 624297. SW480 DNA re-replication, Hoechst DNA content imaging, 48 h. 340,000 tested, 1.8% active; further: potency means the concentration at half of the fitted maximal effect; % of control where 0% means no effect; nearly all actives have a fitted effect of over 55% in size
#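 Per well, 250 cells were exposed to pinned compound for 48 hr. Nuclear DNA was visualised with Hoechst (40 min, 37 C) and total object intensity recorded by fluorescence scanning.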
# S2 tox: viability counter-screen for ATXN expression inhibitors; S2 cells (HEK-293 line with an ATXN2-luciferase reporter) viability, CellTiter-Fluor protease fluorescence, 24 h; Potency, µM (highest dose often 56.7 µM), actives largely listed as cytotoxic; 400,000 tested, 0.49% active; further: potency means the concentration at half of the fitted maximal effect; nearly all actives have a fitted effect of over 40% in size
# IL-1B inflam inh: inflammasome signaling inhibition, IL-1 beta readout. THP-1 LPS/ATP IL-1B secretion, AlphaLISA, 16 h; hits give low values. activity change, % at 57.5 µM. 360,000 tested, 4.7% active. AID 743279; in the data active means activity change below about -50%; inconclusive means mostly about -30% to -49%; further: on the % scale 0 is the no-effect control and ±100 the full control effect
#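 Secreted IL-1B measured by AlphaLISA bead assay after 16 h compound exposure of THP-1 cells; compounds (final up to 57.5 uM) added 1 h before LPS (250 ng/mL) and ATP (1.25 mM) stimulation; lower signal means less secretion.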
# MCF10A rereplic: inducers of DNA re-replication in MCF 10A breast cells | 350,000 tested, 2.9% active | Potency, µM (top dose mostly 46.1 µM), for inactives: at the top dose activity, positive = re-replication, actives largely listed as activators | MCF 10A DNA re-replication, Hoechst nuclear intensity, 48 h; further: potency means the concentration at half of the fitted maximal effect; % of control where 0% means no effect; nearly all actives have a fitted effect of over 50% in size
# The depositor's hits bear a star; i = inactive; ? = inconclusive; . = no result given; & = joins results of further samples; [ ] = remark or other dose. Unless noted, the call rests on the fitted dose curve; in most records, active means well fitted curve in the direction sought with a large enough effect; inconclusive means small, poorly fitted or top-dose-only effect, or another doubt; inactive means no such curve, though single readings can be large; an effect the other way counts as inactive or inconclusive.
SMILES,HT1080 IDH1KD tx,ATXN2 expr inh,HT1080NT lethal,KB-3-1 tox,KB-V1 MDR tox,SW480 rerep,S2 tox,IL-1B inflam inh,MCF10A rereplic
COc1ccc(OC)c(NS(=O)(=O)c2c(C(=O)N3CCCCCC3)c(C)n(C)c2C)c1,6%,13%,4%,-3%,1%,-11%,i,-7,-24%
Cc1ccc(CN2CCNC(=O)C2CC(=O)NC2CCCCCC2)cc1 (centres undefined),-3%,3%,-8%,-2%,0%,10%,i,34,0%
C/C(=N\NC(=S)NC1CCCCC1)c1ccc(OC(F)F)cc1OC(F)F,?,-2%,?,?,?,26%,i,?,?
CC1CCN(C(=O)c2[nH]cnc2C(=O)NCc2ccc(CNC(=O)OC(C)(C)C)cc2)CC1,0%,-4%,0%,2%,2%,-1%,i,9,18%
OCCNc1ncnc2c1ncn2[C@H]1CN(Cc2ccc(-c3ccccc3)cc2)C[C@@H](CO)O1,-28%,-19%,-29%,0%,3%,.,?,1,.
CC1=C[C@H]2OC(=O)[C@@H](C)[C@H]2C[C@@H]2[C@H]1C[C@@H](O)[C@@]2(C)O,1%,-4%,11%,2%,-5%,-20%,i,15,30%
Cc1ccc(C(=O)N(CCC2=CCCCC2)c2c(N)n(Cc3ccccc3)c(=O)[nH]c2=O)o1,12%,1%,5%,9%,25%,1%,?,-13,10%
CC/C(CC(C)(C)c1ccccc1)=N\O,0%,2%,0%,17%,?,2%,i,-14,0%
Cc1ccc(COc2coc(CO)cc2=O)cc1,-10%,28%,1%,-2%,26%,-7%,i,3,-1%
COc1ccc(C2Nc3ccccc3C(=O)N2Cc2ccco2)cc1COc1ccccc1F (centres undefined),-4%,-16%,-5%,?,?,20%,i,-69*,?
CCOC(=O)C1CCN(C(=O)CN2C(=O)NC3(CCCCC3)C2=O)CC1,-1%,-25%,-1%,0%,28%,-22%,i,11,16%
COc1ccc(-c2nnc(SCc3cccc(C)c3)n2N)cc1,2%,.,7%,2%,-5%,-14%,.,-6,-2%
CCn1c(=O)n(CC)c2cc(S(N)(=O)=O)ccc21,-2%,1%,3%,20%,-13%,-5%,i,23,-3%
COc1cc(OC)c(NC(=O)c2ccc3c(SCC(=O)O)c4c(nc3c2)CCCC4)cc1Cl,1%,15%,2%,22%,16%,-19%,?,?,5%
Cc1oc2ccc(O)c(CN3CCCC(C)C3)c2c1C(=O)Nc1ccccc1 (centres undefined),.,1%,.,?,-17%,.,i,.,.
Nc1cc(=O)[nH]c(SCC(=O)Nc2ccc(Cl)c(Cl)c2)n1,-29%,-6%,?,-1%,-13%,-8%,i,17,?
Cc1ccccc1C(=O)NC1CCN(C(=O)Nc2ccc(F)cc2)CC1,12%,3%,23%,0%,0%,-19%,i,3,-8%
Cc1ccc(C(=O)N/C(=C\c2cn(C)c3ccccc23)C(=O)NCCN2CCOCC2)cc1,-16%,8%,-22%,1%,14%,-20%,i,-5,-27%
O=C(NCCCc1ccccc1)C1CCN(S(=O)(=O)c2ccc(F)cc2)CC1,-6%,-12%,1%,-4%,?,1%,i,?,9%
CCC[C@@H](CN1CCC[C@H]1CN1C(N)=NC[C@@H]1Cc1ccccc1)N1C[C@@H](Cc2ccccc2)N(CCCC2CCCC2)C1=N,9%,-8%,5%,-22%,2%,-8%,i,-83*,-11%
CS(=O)(=O)NCCOc1ccc(S(=O)(=O)NCCOc2ccccc2)cc1,3%,0%,-19%,-18%,3%,-6%,i,19,?
CC(=O)Nc1ccc(S(=O)(=O)NCc2ccccn2)cc1,2%,6%,-6%,17%,-4%,-8%,i,13,-4%
Nc1ccccc1SC(CC(=O)c1ccccc1)c1ccccc1 (centres undefined),?,.,?,-1%,18%,.,?,-12,.
Cc1ccc(CNC(=O)[C@@H](NC(=O)C2CCN(C(=O)[C@@H]3CCCN3)CC2)C(C)C)cc1,-3%,-5%,0%,0%,1%,-12%,i,10,1%
COc1ccc(N2CCN(C(=O)COC(=O)c3cc(S(=O)(=O)N(C)C)ccc3N3CCCC3)CC2)cc1,5%,6%,-1%,-3%,-7%,1%,i,-14,9%
O=C(C1=C[C@H](c2ccc(Br)cc2)C[C@H](OCCCCO)O1)N1CCN(Cc2ccc3c(c2)OCO3)CC1,-18%,-34%,-19%,0%,?,-18%,?,?,18µM*
CC1CCN(C(=O)CSc2nnc(CNC(=O)c3c(F)cccc3F)o2)CC1,17%,8%,12%,.,.,-5%,?,1,-1%
CCS(=O)(=O)NCC(c1ccco1)N1CCN(c2ccccc2F)CC1 (centres undefined),5%,3%,5%,27%,?,0%,i,14,-3%
O=C(NCCCN1CCCCC1)c1sc2ncccc2c1-n1cccc1,.,5%,.,-11%,13%,.,i,.,.
COc1ccc(C2NC(=O)N(C)C3=C2C(=O)N(c2ccc(C)cc2)C3)cc1 (centres undefined),.,1%,.,11%,5%,.,i,.,.
CC1N(C)c2cc(NC(=O)c3ccco3)ccc2C1(C)C (centres undefined),?,?,?,-14%,-18%,?,?,-15,?
OC(c1cccc(Cl)c1)c1nc(/C=C/c2ccccc2)cs1 (centres undefined),?,-7%,-20%,0%,-2%,.,i,24,.
Nc1c(C(=O)Nc2cccc(F)c2)nnn1-c1cccc(C(F)(F)F)c1,-5%,22%&17%,-9%,-15%&4%,?,-2%,i,2,3%
CCN(CC)S(=O)(=O)c1ccc(C(=O)/C=C/c2ccc(-c3ccc([N+](=O)[O-])cc3)o2)cc1,14%,.,12%,1%,5%,-7%,i,0,-3%
CSc1nc2sc3c(c2c(=O)n1C)CCCC3,20%,54%[activator],-2%,9%,-29%,3%,i,25,?
O=C(Nc1ccc(C(=O)N2CCOCC2)cc1)c1cccc([N+](=O)[O-])c1,2%,-7%,-4%,-1%,-17%,-5%,i,-9,0%
O=C(C[C@H]1CC[C@@H]2[C@H](COC[C@H](O)CN2C(=O)c2cnccn2)O1)NCc1ccc(Cl)cc1,7%,.,17%,12%,-3%,.,.,30,.
Cc1cccc(C(=O)c2cnc3ccccc3c2-c2ccccc2)c1,-1%,1%,-1%,-6%,?,7%,i,-19,23µM*
CC1CCC2(CC1)Nc1ccccc1C(=O)N2c1ccccc1 (centres undefined),6%,9%,19%,4%,9%,0%,i,-5,-5%
COc1ccc(NC(=O)CCNS(=O)(=O)c2cc(Br)cnc2N)cc1OC,1%,8%,0%,9%,?,-7%,i,25,7%
CC(Sc1nnc(CNC(=O)c2ccco2)n1C)C(=O)Nc1nccs1 (centres undefined),-1%,?,5%,6%,2%,1%,i,26,?
COc1ccc(NC(=O)N(C)C[C@@H]2OCc3cnnn3CCCC(=O)N([C@@H](C)CO)C[C@H]2C)c(OC)c1,-4%,4%,-7%,7%,-6%,.,i,-14,.
CCOc1cc(/C=C/c2ccc3cccc([N+](=O)[O-])c3n2)ccc1O,-25%,-8%,-25%,12µM*,21µM*,.,?,-30,?
CC(Sc1cnccn1)C(=O)O (centres undefined),2%,-21%,0%,1%,28%,3%,i,-1,13%
O=C(NCc1ccccn1)c1cccc(S(=O)(=O)NCc2ccccc2)c1,15%,-2%,0%,7%,-26%,-2%,i,2,-3%

# Reprinted from the results shown (3 entries):
SMILES,HT1080 IDH1KD tx,ATXN2 expr inh,HT1080NT lethal,KB-3-1 tox,KB-V1 MDR tox,SW480 rerep,S2 tox,IL-1B inflam inh,MCF10A rereplic
CC1N(C)c2cc(NC(=O)c3ccco3)ccc2C1(C)C (centres undefined),?,?,?,-14%,-18%,?,?,-15,?
OC(c1cccc(Cl)c1)c1nc(/C=C/c2ccccc2)cs1 (centres undefined),?,-7%,-20%,0%,-2%,.,i,24,.
Nc1c(C(=O)Nc2cccc(F)c2)nnn1-c1cccc(C(F)(F)F)c1,-5%,22%&17%,-9%,-15%&4%,?,-2%,i,2,3%

# Next section.
SMILES,HT1080 IDH1KD tx,ATXN2 expr inh,HT1080NT lethal,KB-3-1 tox,KB-V1 MDR tox,SW480 rerep,S2 tox,IL-1B inflam inh,MCF10A rereplic
COC(=O)C[C@H]1C[C@@H]2c3cc(N(C)C)ccc3O[C@@H]2[C@H](CO)O1,8%,2%,0%,5%,12%,.,i,14,.
COc1ccc(Br)cc1C(=O)O,15%,-9%,16%,1%,23%,-6%,i,19,-1%
CCC(=O)Nc1c(-c2ccccc2Cl)c(=O)c2ccccc2n1C,-1%,.,-2%,0%,12%,-55%,i,-2,-2%
Cc1ccc(N(CC(=O)NC(C)C)C(=O)CCC(=O)Nc2nccs2)cc1C,12%,-26%,16%,15%,23%,5%,i,-8,-2%
O=[N+]([O-])c1cc(Cl)ccc1N1CCCCC1,-10%,-13%,-6%,-5%,-6%,-2%,i,?,-1%
N#Cc1cn(-c2ccccc2)nc1C(=O)c1ccccc1,-12%,23%,-15%,?,?,?,?,-3,?
N#CCSc1nc(Nc2ccc3c(c2)OCO3)c2ccccc2n1,-22%,-21%,?,-16%,15µM*,1%,i,-16,?
Cc1cc(Cl)c(OCCOCCN2CCNCC2)c(Cl)c1,-11%,.,-3%,0%,-27%,-3%,i,-23,?
COc1cc(NC(=O)c2ccc3nsnc3c2)cc(OC)c1OC,11%,8%,19%,21%,2%,21%,i,-23,-1%
CCOC(=O)c1ccc2[nH]c3ccccc3c2c1,-10%,15%,-2%,-1%,2%,5%,i,-10,?
Clc1ccc(CN2CCc3c([nH]c4ccccc34)C2)cc1Cl,?,.,?,?,3%,28%,?,-70*,8%
CSc1nc(O)c(C(c2ccc(O)cc2)c2c(O)nc(SC)[nH]c2=O)c(=O)[nH]1,1%,2%,0%,14%,23%,23%,i,3,0%
CCCc1nn(C)c2c(=O)[nH]c(-c3cc(S(=O)(=O)Nc4ccc(NC(C)=O)cc4)ccc3OCC)nc12,-8%,.,-7%,0%,-13%,7%,i,?,15%
CN(C)c1ncnc2c1ncn2C1CCCO1 (centres undefined),5%,-4%,5%,-3%,-3%,-1%,i,-1,-21%
